GSK3B inh = human GSK3beta kinase inhibition. GST-GSK3beta kinase, ADP-Glo luminescence, 60 min; active compounds read low. AID 2097. P49841. activity score (negative = inhibition), % at 10 µM. actives 0.038% (n = 300,000);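 active = more than half of replicate wells score below -50%, meaning over 50% inhibition versus plate controls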;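 note: 0% = median DMSO wells and -100% = median GW8510 positive control wells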
Target sequence (P49841 whole entry, looked up): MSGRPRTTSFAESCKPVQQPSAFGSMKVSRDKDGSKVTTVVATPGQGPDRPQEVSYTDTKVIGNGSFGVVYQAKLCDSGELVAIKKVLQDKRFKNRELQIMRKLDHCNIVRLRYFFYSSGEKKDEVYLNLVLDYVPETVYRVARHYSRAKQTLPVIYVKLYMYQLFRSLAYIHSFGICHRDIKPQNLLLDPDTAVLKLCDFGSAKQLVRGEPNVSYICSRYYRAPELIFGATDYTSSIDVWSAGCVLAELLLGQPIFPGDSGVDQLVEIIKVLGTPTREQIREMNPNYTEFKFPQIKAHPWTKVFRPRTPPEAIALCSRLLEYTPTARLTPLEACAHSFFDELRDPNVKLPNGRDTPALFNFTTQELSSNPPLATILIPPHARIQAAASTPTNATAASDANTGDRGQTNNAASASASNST
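Assay system: GST-fused GSK3beta enzyme, cell-free / Medium: Tris pH 7.5 buffer with MgCl2, DTT, BSA, heparin / Also added: peptide substrate plus 25 µM ATP (final) / Compound: 10 µM single point / Timing: kinase reaction with compound 60 min at room temperature / Detection: ADP-Glo luminescence / Benchmarks: DMSO neutral wells and GW8510 at 20 µM as positive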
DYRK1A inh = Dyrk1A (rat) kinase inhibition; Q63470; ADP-Glo luminescence, NFATc1 peptide; inhibition, % at 12.5 µM; actives 0.43% (n = 310,000); AID 504441; in the data active = inhibition above about 50%;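 note: plate controls were vehicle with enzyme for no effect and no enzyme for full effect; many of its hits are not listed in these tables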
KCNQ1 act = potentiates or activates the human KCNQ1 potassium channel | B-score at 10 µM | P51787 | AID 2648 | actives 0.35% (n = 310,000) | CHO-K1 KCNQ1, thallium flux FluxOR fluorescence; active compounds read high;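 active = fluorescence ratio B-score, a plate-corrected score, at least three library SD, with initial intensity B-score within 5 SD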
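Schedule – 37 °C overnight plating, 90-min dark dye load, 20-min compound pretreatment · System – stable KCNQ1 CHO-K1 line · Probe or stimulus – thallium- and potassium-containing depolarizing buffer · Measured by – kinetic FluxOR fluorescence, 10 s baseline plus 110 s post-stimulus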
hERG protect = compounds protecting human hERG from proarrhythmic drug block; Q12809; CHO-hERG, FluxOR thallium flux, dofetilide IC70 present; activation (rescue from dofetilide block), less the hit threshold, % at 10 µM; actives 0.51% (n = 310,000); AID 1511;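 active = activation above the mean of controls blocked by dofetilide plus 5 SD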;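 note: thallium influx through hERG after potassium depolarization seen as dye fluorescence rise; in these data hits start at about 4.7%; inactives centre near -7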
KCNK9 block = human KCNK9 channel inhibition; HEK293 KCNK9, FluxOR thallium flux fluorescence; active compounds read low; B-score at 10 µM; actives 1.2% (n = 310,000); AID 488922;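 active = ratio B-score over 3 SD below the library mean, with starting fluorescence within 5 SD of its mean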;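 note: negative B-score means less thallium flux so channel inhibition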
GSK3 alpha inh = human GSK-3 alpha kinase inhibition; P49840; inhibition, % at 10 µM; AID 2650; actives 0.1% (n = 320,000); ADP-Glo luminescence, 60 min;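 in the data active = inhibition above about 50%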;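 note: GST-tagged GSK-3 alpha with peptide substrate and 25 µM ATP; 0% = DMSO neutral wells and 100% = GW8510 positive control wells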
Target sequence (P49840 whole entry, looked up): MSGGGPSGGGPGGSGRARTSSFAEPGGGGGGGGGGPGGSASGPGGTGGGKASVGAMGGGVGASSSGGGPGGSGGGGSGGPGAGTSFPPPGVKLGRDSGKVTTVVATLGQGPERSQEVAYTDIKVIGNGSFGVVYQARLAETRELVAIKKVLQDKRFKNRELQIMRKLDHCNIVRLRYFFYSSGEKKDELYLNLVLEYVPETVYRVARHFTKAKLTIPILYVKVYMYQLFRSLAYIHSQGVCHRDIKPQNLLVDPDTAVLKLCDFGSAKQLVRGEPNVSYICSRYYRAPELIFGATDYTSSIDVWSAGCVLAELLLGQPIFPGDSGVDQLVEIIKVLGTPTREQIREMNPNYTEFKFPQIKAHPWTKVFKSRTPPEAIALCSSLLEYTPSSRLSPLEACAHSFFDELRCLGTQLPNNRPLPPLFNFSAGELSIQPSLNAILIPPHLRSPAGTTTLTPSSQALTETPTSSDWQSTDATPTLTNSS
KCNK3 inh = human KCNK3 channel inhibition, primary screen; CHO-KCNK3 thallium flux, FluxOR fluorescence; active compounds read low; B-score at 10 µM; actives 0.84% (n = 340,000); AID 602410;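 active = B-score under library mean minus 4 SD, starting fluorescence ratio at most library mean plus 5 SD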;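 note: more negative B-score means stronger inhibition of thallium flux through KCNK3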
RGS4 inh = inhibitors of human RGS4; HEK293 M3R/RGS4 inducible, Fluo-4 calcium flux; active compounds read high; triggered by carbachol at its EC20; B-score at 10 µM; actives 0.45% (n = 310,000);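 active = B-score, a plate-corrected calcium signal, over three deviations above library mean, with baseline fluorescence within five deviations of library mean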;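 note: RGS4 expression induced by doxycycline in cells with stable M3 receptor; B-score is computed from the integrated fluorescence ratio over baseline after carbachol; higher B-score means a larger calcium signal and so more RGS4 inhibition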
KCNQ1 block = inhibitors of human KCNQ1 potassium channel | P51787 | CHO-K1 KCNQ1, FluxOR thallium flux fluorescence; active compounds read high | B-score at 10 µM | actives 1.3% (n = 310,000);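 active = compounds whose thallium flux B-score, printed positive for inhibition, exceeds three library SD while starting fluorescence stays within three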;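 note: channel opened by potassium depolarization with thallium stimulus after 20 min compound exposure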
RGS4 act = RGS4 potentiation or activation. B-score at 10 µM. actives 0.92% (n = 310,000). HEK293 M3R/inducible RGS4, carbachol calcium flux Fluo4; active compounds read low;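 active = B-score of the integrated calcium signal more than 4 SD below the library mean, with starting fluorescence not abnormally high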;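 note: negative B-score means reduced calcium response which marks RGS4 activation or potentiation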
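Also added: carbachol at ECmax as muscarinic agonist stimulus; Assay system: HEK293 cells with stable M3R and inducible RGS4; Timing: overnight RGS4 induction, 30 min dye load 37 °C, 20 min compound RT; Measured by: Fluo4-AM (2 µM) calcium-flux fluorescence, kinetic read.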
PolyA inhibitor = yeast polyadenylation inhibition; S. cerevisiae SKY197-pL101 polyadenylation reporter, beta-gal luminescence; efflux-impaired pdr1/pdr3 knockout yeast; score 100 = 6 SD above DMSO; calls only at 12 µM; actives 0.02% (n = 300,000);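 active = lowest replicate activity score at least 50, where 100 means six control SD above control mean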;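 note: yeast exposed to compound for 9 h at 30 °C; higher score means more reporter readthrough which indicates perturbed polyadenylation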
An asterisk follows results filed as active; i = inactive; nt = not tested or not shown. This is a subset (hit frequency here may not be typical).

Values in the order – GSK3B inh	DYRK1A inh	KCNQ1 act	hERG protect	KCNK9 block	GSK3 alpha inh	KCNK3 inh	RGS4 inh	KCNQ1 block	RGS4 act	PolyA inhibitor
1: CC(C)(C)N(Cc1ccccc1)C(=O)c1ccc(Br)o1
    -4	0	i	-9	i	7	i	i	i	i	i
2: COc1ccc(NS(=O)(=O)c2cccs2)c(OC)c1
    1	-2	i	-3	i	2	i	i	i	i	i
3: CCCOc1ccc(-c2c(C(=O)N/N=C/C3CCCCC3)nnn2-c2nonc2N)cc1
    0	-2	i	-5	i	nt	i	i	i	i	i
4: O=C(COc1ccc(Br)cc1Cl)NC(=S)N1CCc2ccccc21
    1	-4	i	-2	i	-2	i	i	i	i	i
5: CC(C)(C)NC(=O)CSc1nc2ccc(NC(=O)CSc3nnc(N)s3)cc2s1
    -1	-5	i	-18	i	-2	i	i	i	i	i
6: COc1ccc(Br)cc1CN(C)C(C)C(=O)Nc1cc([N+](=O)[O-])ccc1OC (stereo not drawn)
    -2	-8	i	-5	i	-2	i	i	i	i	i
7: COc1ccccc1N(C)S(=O)(=O)c1ccc(C(=O)NC2=NCCS2)cc1
    1	-4	i	-3	i	1	i	i	i	i	i
8: Cc1[nH]c2c(Cl)cccc2c(=O)c1CN1CCCC1
    -2	7	i	-8	i	0	i	i	i	i	i
9: Nn1c(SCc2nc3ccccn3c2Br)nnc1-c1cccnc1
    1	7	i	-6	i	0	i	i	i	i	i
10: NC(=O)CC[C@@H]1NC(=O)[C@@H]2CCCN2C(=O)c2cc([N+](=O)[O-])cc(I)c2NCCCC[C@@H](C(=O)NC(CC(=O)O)C(N)=O)NC1=O (stereo partly drawn)
    -3	2	i	-11	i	-2	i	i	i	i	nt
11: Cc1ccc(-c2csc(-c3cc(C)on3)n2)cc1
    2	nt	i	-4	i	0	i	i	i	i	i
12: COc1ccc(C(=O)N2CCN(Cc3ccc4c(c3)OCO4)CC2)cc1[N+](=O)[O-]
    2	-2	i	-4	i	1	i	i	i	i	i
13: CC1(C)CC(=O)C2=C(C1)OC1=C(C(=O)CC(C)(C)C1)C2c1ccc(O)c([N+](=O)[O-])c1
    -1	3	i	-7	i	nt	i	i	i	i	i
14: COc1cc(/C=N/NC(=O)c2cccnc2)ccc1OC(=O)c1ccco1
    4	0	i	-5	i	-1	i	i	i	i	i
15: COc1ccc(CCNC(=O)C2CC3Cn4c(nc5cc6ccccc6cc54)C3N2C)cc1 (stereo not drawn)
    -2	-5	i	-8	i	-1	i	i	i	i	i
16: O=C(NCC(c1ccco1)N1CCOCC1)c1cccc(Cl)c1 (stereo not drawn)
    -27	-5	i	-9	i	-6	i	i	i	i	i
17: COc1cccc(NC(=O)Nc2nnc(Cc3ccccc3)s2)c1
    2	9	i	-6	i	2	i	i	i	i	i
18: COc1ccccc1NC(=O)/C=C1\SCC(=O)N1C
    4	3	i	-8	i	-2	i	i	i	i	i
19: CN1CCN(c2ccc(-c3ccnn3C(=O)Nc3cccc(C(F)(F)F)c3)cc2)CC1
    -3	1	i	-8	i	4	i	i	i	i	nt
20: O=c1c2ccsc2ncn1Cc1ccc(Cl)cc1
    4	9	i	1	i	3	i	i	i	i	i

Values in the order – GSK3B inh	DYRK1A inh	KCNQ1 act	hERG protect	KCNK9 block	GSK3 alpha inh	KCNK3 inh	RGS4 inh	KCNQ1 block	RGS4 act	PolyA inhibitor
21: Cn1c(=O)n(C/C=C/c2ccccc2)c(=O)c2c1nc1n2CCCN1Cc1ccccc1
    -1	1	i	-13	i	2	i	i	i	i	i
22: O=C(CCc1nc(-c2ccccc2)no1)N1CCCC1
    0	5	i	4	i	-2	i	i	i	i	i
23: COCCN1CN(S(=O)(=O)c2cccc(Cl)c2)c2nc3ccccc3nc21
    1	1	i	-9	i	-4	i	i	i	i	i
24: Cc1ccc(C(=O)CSC2=C(C#N)C(c3ccco3)C3=C(CCCC3=O)N2)cc1 (stereo not drawn)
    0	-3	i	-24	i	2	i	i	i	i	i
25: COC(=O)c1ccc(NC(=O)CSc2nc3[nH]ncc3c(=O)[nH]2)cc1
    1	-6	i	-11	i	-2	i	i	i	i	i
26: CCOC(=O)C1CCCN(C2CC(=O)N(c3cccc(C)c3)C2=O)C1 (stereo not drawn)
    1	4	i	-10	i	-3	i	i	i	i	i
27: CCOc1cccc(NC(=O)CSc2nc(C)c3c(c2C#N)CCCC3)c1
    3	-19	i	-15	i	1	i	i	i	i	i
28: CNc1c([N+](=O)[O-])cnn1-c1ccc(C)cc1
    1	9	i	-7	i	-2	i	i	i	i	i
29: CC1=NN(Cc2ccccc2)C(=O)/C1=C\c1ccc(N(C)C)cc1
    3	3	i	-3	i	nt	i	i	i	i	i
30: O=C1CCCc2ccccc2N1Cc1c(Cl)cccc1Cl
    2	-5	i	-6	i	-2	i	i	i	i	i
31: Cc1cccc(NC(=O)CCN2CCC(C(N)=O)CC2)c1
    -3	nt	i	-9	i	-1	i	i	i	i	i
32: CCOc1ccccc1Nc1nnc(Cc2ccccc2Cl)c(=O)[nH]1
    2	-1	i	-4	i	-4	i	i	i	i	i
33: O=C1C=C(c2ccccc2)C[C@H](c2cccs2)[C@H]1n1nnc([N+](=O)[O-])n1
    -4	0	i	-2	i	-1	i	i	i	i	i
34: Nc1ccc2nc(SCc3cccc(F)c3)sc2c1
    -3	-6	i	-9	i	-1	i	i	i	i	i
35: O=C(Nc1nnc(C2CC2)s1)c1ccncc1
    -1	-7	i	-5	i	4	i	i	i	i	i
36: CCCC1S/C(=N/N=C/c2ccc(OC)cc2)N(Cc2ccc(OC)cc2)C1=O (stereo not drawn)
    0	-4	i	-15	i	0	i	i	i	i	i
37: Cc1cnc(C(=O)OCC(=O)N2CCN(S(=O)(=O)c3ccc(Cl)cc3)CC2)cn1
    -2	-6	i	-11	i	1	i	i	i	i	i
38: O=C(NC(=S)Nc1ccc(N2CCOCC2)c(Cl)c1)C(c1ccccc1)c1ccccc1
    0	7	i	-6	i	-1	i	i	6*	i	i
39: COc1ccc(C2=NOC(CNC(=O)c3ccccc3Br)C2)c(OC)c1 (stereo not drawn)
    1	-11	i	-8	i	-1	i	i	i	i	i
40: O=[N+]([O-])c1ccc(OCc2cccc(COc3ccc([N+](=O)[O-])cc3)n2)cc1
    1	-2	i	-5	i	-1	i	i	i	i	i

Exported as tab-separated lines: part of the list above.
nr	Structure	GSK3B inh	DYRK1A inh	KCNQ1 act	hERG protect	KCNK9 block	GSK3 alpha inh	KCNK3 inh	RGS4 inh	KCNQ1 block	RGS4 act	PolyA inhibitor
28	CNc1c([N+](=O)[O-])cnn1-c1ccc(C)cc1	1	9	i	-7	i	-2	i	i	i	i	i
29	CC1=NN(Cc2ccccc2)C(=O)/C1=C\c1ccc(N(C)C)cc1	3	3	i	-3	i	nt	i	i	i	i	i
30	O=C1CCCc2ccccc2N1Cc1c(Cl)cccc1Cl	2	-5	i	-6	i	-2	i	i	i	i	i
31	Cc1cccc(NC(=O)CCN2CCC(C(N)=O)CC2)c1	-3	nt	i	-9	i	-1	i	i	i	i	i
32	CCOc1ccccc1Nc1nnc(Cc2ccccc2Cl)c(=O)[nH]1	2	-1	i	-4	i	-4	i	i	i	i	i
33	O=C1C=C(c2ccccc2)C[C@H](c2cccs2)[C@H]1n1nnc([N+](=O)[O-])n1	-4	0	i	-2	i	-1	i	i	i	i	i
34	Nc1ccc2nc(SCc3cccc(F)c3)sc2c1	-3	-6	i	-9	i	-1	i	i	i	i	i
35	O=C(Nc1nnc(C2CC2)s1)c1ccncc1	-1	-7	i	-5	i	4	i	i	i	i	i
36	CCCC1S/C(=N/N=C/c2ccc(OC)cc2)N(Cc2ccc(OC)cc2)C1=O (stereo not drawn)	0	-4	i	-15	i	0	i	i	i	i	i
37	Cc1cnc(C(=O)OCC(=O)N2CCN(S(=O)(=O)c3ccc(Cl)cc3)CC2)cn1	-2	-6	i	-11	i	1	i	i	i	i	i
38	O=C(NC(=S)Nc1ccc(N2CCOCC2)c(Cl)c1)C(c1ccccc1)c1ccccc1	0	7	i	-6	i	-1	i	i	6*	i	i
39	COc1ccc(C2=NOC(CNC(=O)c3ccccc3Br)C2)c(OC)c1 (stereo not drawn)	1	-11	i	-8	i	-1	i	i	i	i	i
40	O=[N+]([O-])c1ccc(OCc2cccc(COc3ccc([N+](=O)[O-])cc3)n2)cc1	1	-2	i	-5	i	-1	i	i	i	i	i

Other entries follow.
Values in the order – GSK3B inh	DYRK1A inh	KCNQ1 act	hERG protect	KCNK9 block	GSK3 alpha inh	KCNK3 inh	RGS4 inh	KCNQ1 block	RGS4 act	PolyA inhibitor
41: CCn1c(NC(=O)c2ccccc2F)c(-c2cccs2)c(=O)c2ccccc21
    -4	-4	i	-10	i	-1	i	i	i	i	i
42: Cc1nn2cc(-c3ccc(-c4ccccc4)cc3)nc2s1
    -3	-7	i	-15	i	nt	i	i	i	i	i
43: S=C(NCc1ccccc1)Nc1ccc(Cl)cc1
    -1	-6	i	-6	i	-1	i	i	i	i	i
44: Cc1noc(C)c1CSc1nnc2sc3ccccc3n12
    3	10	i	-8	i	-5	i	i	i	i	i
45: O=C(NC1CCCC1)C(c1ccncc1)N(C(=O)c1csnn1)c1ccc(Cl)cc1 (stereo not drawn)
    3	1	i	-1	i	-2	i	i	i	i	i
46: CC(C)CN1C(=O)c2ccccc2C1(O)Cc1ccccc1 (stereo not drawn)
    0	10	i	2	i	1	i	i	i	i	i
47: Cc1c(Cl)cccc1NC(=S)N1CCN(C(=O)C2CCCO2)CC1 (stereo not drawn)
    2	-3	i	-3	i	-3	i	i	i	i	i
48: O=C(Nc1ccnn1C1CCN(Cc2cc3ccccc3[nH]2)CC1)C1CCOC1 (stereo not drawn)
    -2	-2	i	-11	i	0	i	i	i	i	i
49: CCCS(=O)(=O)NCCc1cc2cc(C)c(C)cc2[nH]c1=O
    1	16	i	-5	i	-1	i	i	i	i	i
50: Cc1cc[n+](CC(=O)c2ccc(NC(=O)c3ccccc3)cc2)c2ccccc12
    -3	nt	i	-10	i	5	i	i	i	i	i

Screens from PubChem.
